D2 ag: agonists of human D2 dopamine receptor; P14416; HEK293 T-REx D2 cells, calcium flux agonist mode; activation, % at 2 µM; 340,000 tested, 0.53% active; AID 485358;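 active means activation over 3 SD above normal in the single-dose calcium agonist read, cut at about 30% in these data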; further: 0% is about no effect
Target sequence (P14416 whole entry, looked up): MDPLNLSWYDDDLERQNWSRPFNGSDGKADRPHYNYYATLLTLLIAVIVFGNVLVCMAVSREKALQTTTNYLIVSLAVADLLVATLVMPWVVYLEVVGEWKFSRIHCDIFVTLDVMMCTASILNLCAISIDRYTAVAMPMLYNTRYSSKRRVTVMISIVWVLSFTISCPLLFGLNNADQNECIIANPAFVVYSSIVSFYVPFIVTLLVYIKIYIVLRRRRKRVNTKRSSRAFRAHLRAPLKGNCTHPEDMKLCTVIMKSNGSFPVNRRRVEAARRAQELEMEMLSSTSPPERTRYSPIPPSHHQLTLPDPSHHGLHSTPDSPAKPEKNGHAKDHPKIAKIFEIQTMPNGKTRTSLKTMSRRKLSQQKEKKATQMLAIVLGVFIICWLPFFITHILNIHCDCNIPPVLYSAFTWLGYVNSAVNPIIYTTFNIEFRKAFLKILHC
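In this primary screen, compounds producing a positive calcium signal within 180 s of addition to tetracycline-induced, force-coupled HEK293 Trex D2 cells are flagged; cells are dye-loaded with a no-wash calcium kit beforehand.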
D1 antagonist: antagonists of human D1 dopamine receptor | AID 504652 | activity change, negative = inhibition, % at 10 µM | P21728 | HEK293 TREx D1 cells, calcium flux, dopamine EC80; stronger effect = lower value | 360,000 tested, 3.2% active; in the data active means activity change below about -30%; further: on the % scale 0 is the no-effect control and ±100 the full control effect
Target sequence (P21728 whole entry, looked up): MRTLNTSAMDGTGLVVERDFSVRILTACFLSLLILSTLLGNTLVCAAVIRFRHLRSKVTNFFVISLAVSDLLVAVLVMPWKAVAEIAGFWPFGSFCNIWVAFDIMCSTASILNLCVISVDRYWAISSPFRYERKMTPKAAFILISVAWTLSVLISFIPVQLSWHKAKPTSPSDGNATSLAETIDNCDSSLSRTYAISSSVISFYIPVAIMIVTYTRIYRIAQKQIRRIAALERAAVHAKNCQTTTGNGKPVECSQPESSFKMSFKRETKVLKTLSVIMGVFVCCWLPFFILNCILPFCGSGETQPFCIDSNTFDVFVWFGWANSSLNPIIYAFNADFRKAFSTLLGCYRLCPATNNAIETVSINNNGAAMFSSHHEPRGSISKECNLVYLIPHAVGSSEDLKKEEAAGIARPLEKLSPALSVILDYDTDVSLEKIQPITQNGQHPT
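Compound effects on dopamine-evoked calcium signalling were measured in tetracycline-induced HEK293 Trex D1 cells. Dopamine at EC80 followed a 180 s compound pre-read, and fluorescence was tracked kinetically for 180 s more.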
D1 potentiator: enhances dopamine response at the human D1 receptor | 360,000 tested, 0.036% active | HEK293 TREx D1 cells, calcium flux, dopamine EC20 potentiation | P21728 | potentiation, % at 10 µM; in the data active means potentiation above about 30%; further: 0% is about no effect
RXFP1 antag: antagonists of human relaxin receptor RXFP1; activity change, negative = inhibition, % at 57.5 µM; 350,000 tested, 0.59% active; HEK293-RXFP1, relaxin-stimulated cAMP HTRF, 30 min; stronger effect = lower value;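 active means activity change of -60% or lower, but not beyond a set lower limit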; further: on the % scale 0 is the no-effect control and ±100 the full control effect
TRHR PAM: allosteric enhancers of human TRH receptor; P34981; TRHR cells, fluo-8 calcium fluorescence, EC20 TRH enhancement; enhancement, % at 2 µM; 360,000 tested, 0.66% active; in the data active means enhancement above about 30%; further: 0% is about no effect
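TRHR-expressing cells loaded with fluo-8 calcium dye were read kinetically (ex 480/em 530) during compound addition, then stimulated with an EC20 of TRH (10 nM final). Enhancement of the Gq-mediated intracellular calcium response was scored.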
D1 ag: activates the human D1 dopamine receptor. activation, % at 2 µM. HEK293 T-REx D1 cells, calcium flux, agonist mode. 360,000 tested, 1% active; further: 0% is about no effect
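Inducible HEK293 T-REx D1 cells, force-coupled to calcium signalling, were plated at 4000 cells/well with tetracycline and held overnight at 30 C. After no-wash calcium dye loading, compound-evoked calcium rise over 180 s flagged agonists.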
D2 antag: antagonizes the human D2 dopamine receptor. P14416. HEK293 TREx D2 cells, calcium flux, dopamine EC80. inhibition, % at 10 µM. 340,000 tested, 2% active; in the data active means inhibition above about 30%; further: 0% is about no effect
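HEK293 T-REx D2 cells, tet-induced, calcium dye no-wash. Cpd pintool add, 180 s kinetic, then EC80 DA, 180 s kinetic. Ca flux read.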
D2 potentiator: D2 dopamine receptor (human) potentiation. P14416. potentiation, % at 10 µM. AID 485347. 340,000 tested, 0.34% active. HEK293 T-REx D2, calcium flux, EC20 dopamine potentiation;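 active means potentiation over 3 SD above the plate norm, cut at about 30% in these data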; further: 0% is about no effect
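Calcium flux readout, no-wash dye, 1 read/s. Inducible HEK293 Trex D2 line, overnight 30 C. Compound alone 180 s (agonist flags), then EC20 dopamine, another 180 s to score potentiation.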
TRHR ag: agonists of human TRH receptor | P34981 | TRHR cells, calcium flux fluo-8, FDSS agonist mode | activation, % at 2 µM | 360,000 tested, 0.18% active | AID 493084; further: 0% is about no effect
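In this calcium-flux screen, cells bearing human TRHR are dye-loaded with fluo-8, baselined for 10 cycles, then exposed to library compounds; positive kinetic calcium responses during the agonist phase mark hits, with TRH as control.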
Numbers without * were called inactive; · = not tested or not shown. Unless noted, no stated cut-off is given here; in the data, active means activation above about 30%; inactive means the rest.

| compound | D2 ag | D1 antagonist | D1 potentiator | RXFP1 antag | TRHR PAM | D1 ag | D2 antag | D2 potentiator | TRHR ag |
| --- | --- | --- | --- | --- | --- | --- | --- | --- | --- |
| CCn1c(SCc2nc(-c3ccc(OC)c(OC)c3)no2)nnc1-c1cccs1 | -1.2 | 8 | 11 | 10 | 9 | 9 | -19 | 20 | -1.4 |
| Cc1ccc(-n2nc(C(N)=O)nc2-c2ccccc2)cc1 | 0.4 | 2 | 4 | -2 | 0 | 3 | -7 | -6 | 0.1 |
| O=C(NCCO)c1ccc2nc(Cc3cccc(Cl)c3)oc2c1 | 0.4 | 0 | -3 | 4 | -3 | 10 | 26 | 15 | 0.2 |
| Nc1nc(-c2ccc(Cl)cc2)nn1C(=O)c1cccs1 | · | -7 | -3 | 7 | 0 | 5 | · | 4 | 0.0 |
| O=C(CN1CCN(Cc2ccccc2F)C1=O)NCCN1CCOCC1 | 1.4 | -1 | -1 | · | -2 | 3 | 3 | -2 | 0.6 |
| N#C/C(=C\c1coc2ccc(O)cc2c1=O)C(=O)Nc1nc2ccccc2s1 | 59* | -52* | 2 | -38 | 16 | 227* | -8 | -1 | 74* |
| Cc1cc(C)c2c(n1)nn1c(C)c(CCC(=O)NCc3ccccc3Cl)c(C)nc21 | -1.2 | 2 | 1 | 0 | -1 | 0 | · | 2 | -1.8 |
| CCCS(=O)(=O)N1CCN(CCCc2ccccc2)CC1 | 8.2 | 13 | -10 | -23 | -3 | 0 | 4 | -9 | -0.2 |
| CC(c1n[nH]c(=S)n1-c1ccccc1)N1CCCCC1 (stereo unspecified) | 0.7 | -4 | 3 | -5 | 4 | 2 | 71* | -7 | 0.5 |
| NC(=O)c1cc([N+](=O)[O-])ccc1NCc1cccc(N)c1 | -0.3 | -14 | -8 | · | -1 | 3 | 5 | 17 | -0.2 |
| COc1cc(Cl)c(NC(=O)c2cc(S(=O)(=O)N3CCOCC3)cn2C)c(OC)c1 | 0.1 | -7 | 1 | 11 | 5 | -1 | · | 3 | 0.3 |
| Cc1nnc(SCc2nnc(-c3ccccc3Br)o2)n1-c1ccccc1 | -1.6 | 7 | 2 | 19 | -2 | 2 | 12 | 4 | -0.4 |
| CCOC(=O)c1ccc(S(=O)(=O)Nc2ccc3cn[nH]c3c2)cc1 | -0.2 | -25 | -6 | 10 | 1 | 10 | -18 | 17 | 0.6 |
| CC1(C(=O)NC2CCCCC2)Cc2ccccc2C(=O)N1Cc1ccc(F)cc1 (stereo unspecified) | 4.8 | 9 | -3 | 14 | 26 | 1 | · | 12 | 1.7 |
| Cc1n[nH]c(C)c1CCNC(=O)C1CCC(=O)N(Cc2ccccc2F)C1 (stereo unspecified) | 2.4 | 14 | 11 | 1 | 1 | 1 | -49 | 9 | 0.5 |
| CCOc1ccc(NC(=O)Cn2c(=O)c(CNc3ccccc3)cc3cc4c(cc32)OCCO4)cc1 | 0.2 | -2 | -1 | · | 3 | 0 | · | -27 | -0.5 |
| O=C(Nc1ccc(Cl)cc1)N1CCSCC1 | 0.9 | -8 | -3 | · | -6 | 1 | 12 | -4 | 0.2 |
| COc1ccc(CCNC(=O)C23CN(Cc4ccccc4)CC2C(c2ccc([N+](=O)[O-])cc2)=NO3)cc1 (stereo unspecified) | 0.0 | 8 | 0 | · | 10 | 4 | 3 | 9 | 0.2 |
| NC(=O)CC(NC(=O)Cc1ccc(Br)cc1)c1ccc(NCCN2CCOCC2)c([N+](=O)[O-])c1 (stereo unspecified) | -0.5 | -23 | -2 | · | 2 | 17 | -13 | -4 | 0.0 |
| CCOC(=O)N1CCC(NC(=O)CS(=O)(=O)Cc2nc(-c3cccc(Cl)c3)oc2C)CC1 | -0.2 | -16 | 1 | 25 | -5 | 9 | 1 | 6 | -0.5 |
| COC(=O)c1sc(NC(=O)c2c(OC)cccc2OC)c(C#N)c1C | 0.0 | -15 | -2 | 0 | -6 | 3 | -9 | -4 | -0.4 |
| COC(=O)c1c(-c2cccc(C)c2)csc1NC(=O)C1CCCO1 (stereo unspecified) | 0.1 | -9 | -1 | -25 | 1 | 3 | -4 | -3 | -0.2 |
| O=C(CCS(=O)(=O)c1ccccc1)Nc1ccc(N2CCN(Cc3ccccc3)CC2)cc1 | · | 0 | -6 | 6 | 12 | 2 | · | · | 0.4 |
| N#CC1=C2SCC(O)(c3ccccc3)N2C(=O)CC1c1ccccc1 (stereo unspecified) | 3.0 | -17 | -7 | -18 | 1 | 21 | 1 | -2 | 1.6 |
| CC(=O)N(c1ccccc1Cl)S(=O)(=O)c1ccc(Cl)cc1 | · | -9 | -1 | -2 | 0 | 3 | · | · | 1.3 |
| CCOc1ccc(NC(=O)CSc2nnnn2C2CCCC2)cc1 | 0.0 | -1 | · | -18 | -6 | 47* | -12 | 9 | -1.5 |
| CCn1c(=O)n(CC)c2cc(N3CCCC3)c(NC(=O)c3ccc(OC)c(Br)c3)cc21 | · | -12 | -6 | 2 | -4 | 3 | · | · | -0.8 |
| CC(=O)NCC(O)c1ccc([N+](=O)[O-])cc1 (stereo unspecified) | -2.2 | 9 | -2 | 6 | -24 | 3 | 13 | -3 | -0.4 |
| COc1ccccc1/C=C/C=N/NC(=O)CCn1cnc2ccccc21 | -1.9 | -12 | -3 | 2 | -2 | 0 | -1 | -11 | -0.4 |
| COCCNC(=O)C(=O)NCC1OCCN1S(=O)(=O)c1ccc2c(c1)OCCO2 (stereo unspecified) | -0.2 | -18 | 0 | -5 | 8 | 4 | 0 | 5 | 0.0 |

(cont.)
Labels used below – A = D2 ag; B = D1 antagonist; C = D1 potentiator; D = RXFP1 antag; E = TRHR PAM; F = D1 ag; G = D2 antag; H = D2 potentiator; I = TRHR ag
Cc1ccc(-n2c(=S)sc3c(=O)n(-c4ccc(F)cc4)c(SCC(=O)O)nc32)cc1C
  A: -0.1; B: 15; C: 5; D: -3; E: -1; F: 1; G: -3; H: 3; I: -0.6

CCOc1ccc(Br)cc1S(=O)(=O)N1CC(C)OC(C)C1 (stereo unspecified)
  A: 0.5; B: -3; C: 0; D: -5; E: 17; F: 3; G: -3; H: 13; I: 0.0

CCCCOC(=O)C1Cc2ccccc2C(=O)O1 (stereo unspecified)
  A: ·; B: -23; C: 10; D: -6; E: 4; F: 0; G: ·; H: ·; I: -0.4

CC(=O)NCCOc1nc(N(C)C)nc(N(C)C)n1
  A: 0.8; B: -11; C: -3; D: 8; E: 0; F: 4; G: 8; H: -6; I: 0.7

COC(=O)C1=C(C)NC(=O)NC1c1ccc(OC(=O)c2ccco2)cc1 (stereo unspecified)
  A: -0.1; B: 6; C: 0; D: -8; E: -1; F: 3; G: -5; H: 1; I: 0.8

O=C(N/N=C/c1ccc(N2CCOCC2)cc1)c1ccncc1
  A: 1.4; B: 4; C: ·; D: -6; E: -10; F: 8; G: 17; H: 6; I: 1.0

O=C(COc1ccccc1F)Nc1ccc(S(=O)(=O)N2CCCC2)cc1
  A: 0.3; B: -16; C: -5; D: 0; E: 6; F: 7; G: 13; H: -1; I: -2.7

COc1ccc(C2NC(=O)CCC2[N+](=O)[O-])c(OC)c1OC (stereo unspecified)
  A: 0.2; B: -9; C: -2; D: -6; E: -5; F: 2; G: 6; H: 10; I: 0.6

Cc1ccc(S(=O)(=O)N2CCN(C(=O)Cn3c(=O)cnc4ccccc43)CC2)cc1
  A: 0.4; B: -22; C: -11; D: -1; E: -5; F: 1; G: 4; H: 3; I: 0.8

CC1CCCCN1C(=O)CN1C(=O)CN(C)C(=O)c2ccccc21 (stereo unspecified)
  A: 0.7; B: 14; C: 2; D: 5; E: 0; F: 4; G: -2; H: 11; I: 0.4

O=C(CSc1nnc2n1CCCN2C(=S)Nc1ccc(Cl)cc1)c1ccccc1
  A: 2.5; B: -7; C: -11; D: -16; E: 9; F: 7; G: -16; H: 1; I: 0.8

COCCN(C(=O)CSc1nc2ccc(OC)cc2[nH]1)c1c(N)n(Cc2ccccc2)c(=O)[nH]c1=O
  A: 0.4; B: -13; C: -7; D: -12; E: 2; F: 0; G: -26; H: 8; I: -0.1

CNC(=S)N(Cc1cccs1)Cc1cc2cc(OC)ccc2[nH]c1=O
  A: 0.3; B: 8; C: -1; D: 19; E: 0; F: 5; G: 10; H: 3; I: -1.4

Cc1ccc(C)c(NC(=O)c2cnn(-c3ccc(F)cc3F)c2C2CCNCC2)c1
  A: 1.6; B: -5; C: 3; D: 3; E: -17; F: 1; G: ·; H: -8; I: 1.0

CCCCc1cc(=O)oc2c(CN(C)C)c(O)c(Cl)cc12
  A: 0.4; B: -2; C: 1; D: 11; E: 4; F: 1; G: 3; H: 3; I: -1.6

O=C1CCCc2ccccc2N1
  A: 1.1; B: 1; C: -1; D: 13; E: -6; F: 3; G: -6; H: 46*; I: -0.1

O=C(O)CCCC(=O)Nc1ccc(Br)cc1
  A: 1.2; B: -10; C: -7; D: -8; E: 17; F: 1; G: -15; H: -4; I: 0.1

CCC(Sc1nc2cc(OC)c(OC)cc2c(=O)n1CCc1ccc(OC)c(OC)c1)C(=O)NCCOC (stereo unspecified)
  A: 0.6; B: -30*; C: -7; D: -1; E: -3; F: 0; G: -3; H: 0; I: 0.2

Cc1ccc(OCC(=O)c2cc(C)n(Cc3ccco3)c2C)c([N+](=O)[O-])n1
  A: 0.4; B: -22; C: -8; D: -4; E: -6; F: 13; G: -15; H: 2; I: -0.2

Part of the list above, with two lines to a compound:
Below each SMILES – D2 ag, D1 antagonist, D1 potentiator, RXFP1 antag, TRHR PAM, D1 ag, D2 antag, D2 potentiator, TRHR ag
COCCN(C(=O)CSc1nc2ccc(OC)cc2[nH]1)c1c(N)n(Cc2ccccc2)c(=O)[nH]c1=O
    0.4, -13, -7, -12, 2, 0, -26, 8, -0.1
CNC(=S)N(Cc1cccs1)Cc1cc2cc(OC)ccc2[nH]c1=O
    0.3, 8, -1, 19, 0, 5, 10, 3, -1.4
Cc1ccc(C)c(NC(=O)c2cnn(-c3ccc(F)cc3F)c2C2CCNCC2)c1
    1.6, -5, 3, 3, -17, 1, ·, -8, 1.0
CCCCc1cc(=O)oc2c(CN(C)C)c(O)c(Cl)cc12
    0.4, -2, 1, 11, 4, 1, 3, 3, -1.6
O=C1CCCc2ccccc2N1
    1.1, 1, -1, 13, -6, 3, -6, 46*, -0.1
O=C(O)CCCC(=O)Nc1ccc(Br)cc1
    1.2, -10, -7, -8, 17, 1, -15, -4, 0.1
CCC(Sc1nc2cc(OC)c(OC)cc2c(=O)n1CCc1ccc(OC)c(OC)c1)C(=O)NCCOC (stereo unspecified)
    0.6, -30*, -7, -1, -3, 0, -3, 0, 0.2
Cc1ccc(OCC(=O)c2cc(C)n(Cc3ccco3)c2C)c([N+](=O)[O-])n1
    0.4, -22, -8, -4, -6, 13, -15, 2, -0.2

Assay outcomes deposited in PubChem by National Center for Advancing Translational Sciences (NCATS).

This is a random part of the collection, and some 7.3% of all compounds hit somewhere here.
